Screening data (PubChem BioAssay)
TNAP activation fold: stimulation of alkaline phosphatase TNAP activity – biochemical, luminescent, no phosphate acceptor, uHTS, primary screen (AID 1001); purified TNAP, luminescent activation assay, no phosphate acceptor; higher activation fold means a stronger effect; one-dose activation fold at 20 µM; EC50 in µM for titrated hits; 0.03% of 200,000 active; in the data active = activation fold from about 3, or a potency from the dose series; inactive = the rest, 99 in 100 with activation fold below about 1.6; note: many of its hits are not listed in these tables
NOD1 inhibition: NOD1 signaling inhibitors, primary screen, cell-based, luminescence, uHTS (AID 1578). NOD1-driven NF-kB luciferase reporter cells, luminescence; higher % means a stronger effect. inhibition, % at 4 µM; hits with a dose series show EC50 in µM. 1% of 290,000 active; in the data active = inhibition mostly above about 36%, no sharp cut-off; inactive = mostly below about 34%;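 note: HEK-293T reporter cells stimulated with the NOD1 agonist gamma-tri-DAP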
LYP inhibition: inhibitors of LYP phosphatase, biochemical, fluorescence intensity, uHTS (AID 1779); recombinant LYP phosphatase, fluorescence intensity; higher % means a stronger effect; 0.054% of 290,000 active; inhibition, % at 11.5 µM; hits with a dose series show IC50 in µM;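 note: plate controls were vehicle with enzyme for no effect and no enzyme for full effect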
KOR beta-arrestin-1: KOR agonists, beta-arrestin recruitment, primary screen, cell-based, luminescence, uHTS (AID 1777) | KOR beta-arrestin recruitment, luminescence; higher % means a stronger effect | one-dose activation, % at 10 µM; EC50 in µM for titrated hits | 0.02% of 280,000 active; in the data active = activation above about 50%, passing the limit was not always enough; note: a part of the inactive calls stands beside numbers as strong as those of hits
KOR beta-arrestin-2: kappa opioid receptor blockers – cell-based, luminescence, uHTS (AID 1778) | 0.091% of 290,000 active | KOR beta-arrestin recruitment, luminescence, antagonist mode; higher % means a stronger effect | inhibition, % at 10 µM, or IC50 in µM where a hit was titrated; note: strong numbers were not always called active
XIAP displacement: XIAP antagonists, biochemical, IAP family, fluorescence polarization (AID 1018) | XIAP BIR domain, fluorescence polarization peptide displacement; higher % means a stronger effect | displacement, % at 20 µM; hits with a dose series show IC50 in µM | 0.007% of 200,000 active; in the data active = displacement above about 50%; note: a part of the inactive calls stands beside numbers as strong as those of hits
PMI inhibition: MPI inhibition at elevated mannose 6-phosphate – biochemical, fluorescence intensity, high mannose 6-phosphate, primary screen (AID 1220). recombinant PMI enzyme, coupled fluorescence intensity; higher % means a stronger effect. one-dose inhibition, % at 20 µM; IC50 in µM for titrated hits. 0.66% of 190,000 active
NOD2 inhibition: inhibition of NOD2-driven NF-kB reporter – cell-based, luminescence, uHTS, HEK293 (AID 1566); HEK293 NOD2/NF-kB luciferase reporter, luminescence; higher % means a stronger effect; inhibition, % at 4 µM; hits with a dose series show EC50 in µM; 0.63% of 290,000 active; note: many of its hits are not listed in these tables
human PMI inhibition: MPI enzyme activity inhibition – biochemical, fluorescence intensity, coupled assay, primary screen (AID 1209); purified PMI enzyme, coupled fluorescence intensity; higher % means a stronger effect; inhibition, % at 20 µM, or IC50 in µM where a hit was titrated; 0.42% of 190,000 active;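 note: plate controls were DMSO vehicle for no effect and wells lacking substrate for full effect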
* marks the source's active call; other numbers are inactive results; / = no result given; [ ] = remark or other dose. Cut-off read from the data, not from the text of the source, unless noted: active = inhibition above about 50%; inactive = the rest. This is a subset; the hit share may differ from the screen's.

A first look, 7 compounds:
SMILES	TNAP activation fold	NOD1 inhibition	LYP inhibition	KOR beta-arrestin-1	KOR beta-arrestin-2	XIAP displacement	PMI inhibition	NOD2 inhibition	human PMI inhibition
O=C1CC(=O)C(n2cncn2)C(c2ccc(Cl)cc2)C1 (stereo not given)	1.1	-15.1%	-8.0%	-0.5%	10.3%	-6.3%	14.8%	2.8%	10.4%
COC(=O)Cn1cnc2sc(C)c(S(=O)(=O)N3CCC(C)CC3)c2c1=O	1.1	-7.3%	-0.6%	-1.5%	2.3%	-3.0%	9.1%	8.7%	7.5%
O=C(Cc1ccc(NC2=NC3CS(=O)(=O)CC3S2)cc1)NCc1ccccc1Cl (stereo not given)	/	3.2%	-13.2%	-6.2%	1.2%[20 µM]	/	/	10.3%	/
Cc1ccc(C(=O)N2CCCC(CCC(=O)N3CCN(c4ccccn4)CC3)C2)cc1 (stereo not given)	/	-7.6%	-7.3%	2.1%	-3.3%	/	/	18.5%	/
CCOC(=O)c1ccccc1NC(=O)c1cn(-c2ccc(C)c(C)c2)c(=O)c2ccccc12	1	48.0%	-6.2%	0.9%	6.9%	0.4%	5.8%	24.1%	5.3%
Cc1cc(NS(=O)(=O)c2ccc(NC(=O)C(C)Oc3ccc4c(C)cc(=O)oc4c3)cc2)no1 (stereo not given)	1	-23.7%	-2.8%	0.9%	3.1%	-4.2%	-4.1%	-1.5%	3.1%
CN(C)S(=O)(=O)N1CCN(S(=O)(=O)N2CCOCC2)CC1	1	-34.5%	-6.2%	/	-53.4%[20 µM]	16.1%	-40.1%	0.9%	-48.6%

The whole of this part, repeating the preview:
SMILES	TNAP activation fold	NOD1 inhibition	LYP inhibition	KOR beta-arrestin-1	KOR beta-arrestin-2	XIAP displacement	PMI inhibition	NOD2 inhibition	human PMI inhibition
O=C1CC(=O)C(n2cncn2)C(c2ccc(Cl)cc2)C1 (stereo not given)	1.1	-15.1%	-8.0%	-0.5%	10.3%	-6.3%	14.8%	2.8%	10.4%
COC(=O)Cn1cnc2sc(C)c(S(=O)(=O)N3CCC(C)CC3)c2c1=O	1.1	-7.3%	-0.6%	-1.5%	2.3%	-3.0%	9.1%	8.7%	7.5%
O=C(Cc1ccc(NC2=NC3CS(=O)(=O)CC3S2)cc1)NCc1ccccc1Cl (stereo not given)	/	3.2%	-13.2%	-6.2%	1.2%[20 µM]	/	/	10.3%	/
Cc1ccc(C(=O)N2CCCC(CCC(=O)N3CCN(c4ccccn4)CC3)C2)cc1 (stereo not given)	/	-7.6%	-7.3%	2.1%	-3.3%	/	/	18.5%	/
CCOC(=O)c1ccccc1NC(=O)c1cn(-c2ccc(C)c(C)c2)c(=O)c2ccccc12	1	48.0%	-6.2%	0.9%	6.9%	0.4%	5.8%	24.1%	5.3%
Cc1cc(NS(=O)(=O)c2ccc(NC(=O)C(C)Oc3ccc4c(C)cc(=O)oc4c3)cc2)no1 (stereo not given)	1	-23.7%	-2.8%	0.9%	3.1%	-4.2%	-4.1%	-1.5%	3.1%
CN(C)S(=O)(=O)N1CCN(S(=O)(=O)N2CCOCC2)CC1	1	-34.5%	-6.2%	/	-53.4%[20 µM]	16.1%	-40.1%	0.9%	-48.6%
O=C(CN1CCN(Cc2ccccc2)CC1)N1CCCc2c1c(=O)oc1ccc(O)cc21	1.1	3.3%	-3.5%	0.7%	-8.8%	-1.7%	3.1%	3.6%	7.7%
O=S(=O)(c1ccccc1F)N1CCN(c2nc3ccccc3s2)CC1	1	-55.0%	-7.6%	21.2%	-171.2%	-7.5%	12.7%	-31.3%	14.6%
O=C(NCC1(c2ccccc2)CCCC1)c1ccc(Br)o1	1	31.4%	-4.3%	-0.8%	-8.3%	-4.6%	-5.0%	11.1%	-5.7%
CCc1nc2sc3ccccc3c(=O)c2c(=O)n1CCOC	1	13.1%	-2.0%	8.2%	-21.5%	-8.5%	10.1%	-7.8%	4.1%
Cn1cccc1C(=O)C(=O)Nc1cccc(Cl)c1Cl	1.1	-13.8%	-7.9%	1.7%	-14.1%	-3.2%	6.7%	-82.4%	4.3%
CCOC(=O)Cc1csc(NC(=O)c2ccc(C)o2)n1	1	-11.8%	-4.3%	-3.3%	2.0%	-2.0%	2.7%	5.0%	7.0%
COc1ccc(-n2c3c(c(=O)[nH]c2=O)C(NC(C)=O)(C(F)(F)F)C(=O)N3)cc1 (stereo not given)	1	-40.9%	5.0%	12.5%	-8.1%	-6.1%	-39.0%	-18.2%	-41.7%
Cc1cc(C)cc(-n2ncc3c2CCCC3NC(=O)C2CCC2)c1 (stereo not given)	/	6.2%	-2.9%	2.5%	2.9%	/	/	13.8%	/
CCCC(=O)Nc1cc(-c2nn(C)c(=O)c3ccccc23)ccc1N1CCOCC1	1.2	-28.6%	-1.1%	-5.5%	-22.7%	-14.2%	3.7%	20.2%	9.0%
COc1ccc(-c2nc(C(N)=O)c3[nH]c(=O)n(-c4cccc(Cl)c4)c3n2)cc1OC	1.4	-10.7%	-4.1%	2.8%	0.2%	-2.2%	1.9%	-3.0%	0.7%
O=C(O)c1ccc(Nc2ccc(F)c(F)c2)c([N+](=O)[O-])c1	/	-3.7%	-3.9%	0.7%	-4.3%	/	/	2.2%	/
CC(C)(C)C1CCC(=NNC(=O)CN(c2ccccc2)S(C)(=O)=O)CC1 (stereo not given)	1.1	1.0%	-1.6%	-1.4%	4.1%	-2.6%	0.6%	-19.8%	17.5%
Cc1ccc(-n2nc3c(c2NC(=O)c2ccco2)CS(=O)C3)cc1 (stereo not given)	/	-0.5%	-4.8%	-3.1%	11.6%	/	/	-2.3%	/
O=c1[nH][nH]c(=S)n1-c1ccccc1C(F)(F)F	/	-3.4%	-5.7%	3.0%	11.9%	/	/	11.4%	/
Cc1ccc(NC(=O)COC(=O)COc2ccc(Cl)cc2C)c([N+](=O)[O-])c1	1	-24.0%	4.0%	6.8%	23.8%	2.4%	-0.1%	-1.0%	1.5%
Cc1cc(C)n2nc(SCC(=O)N(C)c3ccccc3)nc2n1	1	-25.2%	3.3%	0.7%	15.9%	-2.9%	2.5%	-2.8%	4.8%
O=C(COc1ccc2c(c1)OCO2)Nc1nccs1	/	-32.3%	-9.5%	-0.7%	-5.3%	/	/	-92.6%	/
O=C(c1cccnc1)n1nc(-c2ccco2)nc1NCc1cccs1	0.4	-38.2%	3.4%	3.8%	-15.8%	-10.4%	0.8%	-3.4%	-12.5%
COc1cc(NC(=O)c2ccc(CNc3c(N4CCOCC4)c(=O)c3=O)cc2)cc(OC)c1	1.2	3.8%	-1.5%	-3.2%	-0.8%	-0.7%	-1.8%	11.1%	-0.6%
O=C(NCCCNC(=O)c1ccccn1)c1ccccn1	1.1	-6.7%	-3.6%	-0.5%	-0.4%	-4.5%	0.1%	5.3%	-0.8%
O=C(NC1CCN(Cc2ccccc2)CC1)C1CCN(S(=O)(=O)c2cccc3cccnc23)CC1	1.1	1.0%	-4.8%	-1.3%	-10.3%	-7.3%	-0.2%	15.6%	1.3%
CC(C)c1ccc(CNc2ccc(N3CCOCC3)cc2)cc1	1.1	/	3.1%	-3.8%	21.9%	1.0%	13.8%	13.1%	20.0%
O=C(Cn1c(NCCCO)nc2ccccc21)c1cccc(Br)c1	1	-12.0%	-2.8%	-2.4%	-7.4%	-3.7%	4.9%	-36.4%	-4.3%
CCOC(=O)C1(Cc2cccc(Cl)c2)CCCN(C(=O)c2cc(C(C)C)nn2C)C1 (stereo not given)	/	-10.2%	-5.7%	6.3%	-16.2%	/	/	2.1%	/
O=C(NC1CC1)C1CCN(C2CCN(C(=O)CCOc3ccccc3)CC2)CC1	1.1	-2.2%	-5.1%	-3.2%	-14.4%	-2.0%	-1.5%	-27.5%	1.7%
Cn1c(CSCCOc2ccccc2)n[nH]c1=S	/	-1.9%	-7.8%	-3.9%	2.5%	/	/	-12.9%	/
CC(C)N1CCC2(CC1)N=C(c1ccc3c(c1)OCO3)CC(c1cc(Cl)ccc1O)N2 (stereo not given)	1	22.3%	1.7%	1.1%	-29.6%	-9.5%	21.7%	-43.3%	23.4%
CCCCN(C(=O)CCC(=O)Nc1cc(C)on1)C(C(=O)NC(C)(C)CC)c1cccc(OC)c1OC (stereo not given)	/	-9.7%	-0.9%	-4.0%	18.6%	/	/	2.8%	/
Cc1nn2c3ccccc3nc2n(C)c1=O	1.1	-10.3%	1.1%	/	-5.2%	-7.7%	6.0%	8.7%	1.8%
CCCCCN(C(=O)CCC(=O)OCc1ccccc1C(F)(F)F)c1c(N)n(CCCC)c(=O)[nH]c1=O	/	-27.4%	-4.6%	3.9%	8.1%	/	/	-2.5%	/
C=CCn1c(SCC(=O)NC2CCCCC2)nnc1-c1ccccn1	/	-6.5%	-7.2%	2.6%	12.3%	/	/	0.1%	/
CN(C)CCNC(=O)c1onc(CSc2ccc(F)cc2)c1C(=O)NCCN(C)C	/	-1.4%	-8.2%	-1.0%	5.8%	/	/	27.2%	/
O=C(c1ccccc1[N+](=O)[O-])N1CCCC(C(=O)N2CCCCCC2)C1 (stereo not given)	/	-22.7%	-4.6%	3.9%	-5.8%	/	/	7.5%	/
NS(=O)(=O)c1ccc(CCNc2cc(=O)n(Cc3ccc(F)cc3)c(=O)[nH]2)cc1	0.9	-19.2%	-0.5%	-3.3%	-20.2%	-3.8%	7.0%	5.6%	12.7%
O=C(c1cc(COc2ccc(F)c(F)c2)on1)N1CCN(C2CCCCC2)C(=O)C1	/	-31.4%	-6.6%	2.4%	-5.3%	/	/	6.6%	/
C[C@@H]1NC(=O)c2cc([N+](=O)[O-])cc(I)c2OCC[C@@H](C(N)=O)NC(=O)[C@H](CCC(=O)O)NC1=O	1.1	-18.5%	1.7%	-2.6%	-3.1%	-8.1%	-6.4%	4.9%	-6.0%
O=C(Nc1nc(-c2ccc3c(c2)OCCO3)cs1)c1ccco1	/	-77.2%	-4.3%	9.5%	-31.6%	/	/	-122.0%	/
CCc1ccc(OCCNC(=O)c2ccccc2SCc2ccc(F)cc2)cc1	1.1	1.0%	3.9%	0.3%	-12.2%	-2.8%	18.2%	13.0%	20.5%
COc1ccc(CNC(=O)CN(c2ccc(C)cc2)S(=O)(=O)c2c(C)noc2C)cc1	/	26.0%	-9.2%	0.5%	-24.4%	/	/	-0.7%	/
CC(=O)CC(=O)Nc1ccccc1NC(C)=O	1.1	-3.8%	-11.4%	-2.6%	5.5%	-0.3%	2.1%	1.6%	1.1%
O=C(NNC(=S)NC(=O)c1cn(-c2ccccc2)nc1-c1ccccc1)c1ccncc1	1.9	-15.1%	4.2%	-2.8%	-5.6%	-5.4%	-20.8%	13.1%	-16.9%
CCC(=O)N1CCCc2cc(S(=O)(=O)CCC(=O)Nc3ccccc3C)ccc21	/	3.5%	-11.3%	2.6%	10.9%	/	/	20.3%	/
O=C(NCCCNC(=O)c1ccco1)c1ccco1	1.1	3.2%	-11.3%	-4.1%	6.9%	-0.2%	6.7%	-13.0%	6.6%
CCN1CCN(Cc2nc3c(c(=O)n(C)c(=O)n3C)n2CCc2ccccc2)CC1	1	-20.1%	-3.7%	-3.3%	22.3%	-6.8%	-1.1%	9.6%	3.9%
O=C1c2ccccc2C(=O)N1SC1CCCCC1	1.1	-0.7%	-2.8%	2.1%	-28.7%	-7.5%	-2.7%	18.7%	-1.9%
CCSc1ccc(-c2nn(-c3ccccc3)cc2/C=C(/C#N)C(=O)NCCCOC)cc1	1.1	-48.9%	-8.2%	-1.8%	-58.3%	-10.8%	4.4%	10.4%	10.2%
CCCCNC(=O)c1onc(CSc2cccc(C)c2)c1C(=O)O	1	-6.2%	-8.3%	-0.3%	-25.2%	-7.7%	-5.3%	9.9%	-8.9%
